Source: PubChem BioAssay (National Center for Advancing Translational Sciences (NCATS))
AID inhibitor – inhibitors of human activation induced cytidine deaminase | Q9GZX7 | AID deamination FRET fluorescence, UDG-coupled, 4 h | Potency, µM (doses to about 115 µM), inactives show at the top dose activity change, negative = inhibition, hits mostly inhibitors | 91,000 tested, 0.32% active; note: nearly all actives have a fitted effect of over 25% in size
Target sequence (Q9GZX7 whole entry, looked up): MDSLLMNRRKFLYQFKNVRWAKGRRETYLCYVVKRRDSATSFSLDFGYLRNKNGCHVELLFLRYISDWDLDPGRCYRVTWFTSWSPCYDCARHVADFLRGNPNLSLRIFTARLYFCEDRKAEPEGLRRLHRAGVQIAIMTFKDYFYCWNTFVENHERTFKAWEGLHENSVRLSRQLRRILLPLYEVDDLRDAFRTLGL
UDG counterscr – counter-screen for AID inhibitors: uracil-DNA glycosylase inhibition; FRET deamination/UDG coupled assay, UDG read, 4 h; Potency, µM (series often up to 115 µM), for the others: at the top dose activity change, negative = inhibition, most hits filed as inhibitors; 91,000 tested, 0.14% active; note: nearly all actives have a fitted effect of over 65% in size
Starred values were filed as active, the others as inactive; [ ] = dose if it differs, or a comment. Calls come from the whole dose curve; as a rule, active = well fitted curve in the direction sought with a large enough effect; inconclusive = small, poorly fitted or top-dose-only effect, or another doubt; inactive = no such curve, though single readings can be large; an effect the other way counts as inactive or inconclusive. % is set by controls: 0 for no effect and ±100 for the full control effect; potency is the fitted concentration of half-maximal effect. This is a subset (hit frequency here may not be typical).

`CCCCCc1ccc(C(=O)Oc2cccc(OC(=O)c3ccc(CCCCC)cc3)c2)cc1` gave AID inhibitor -5% and UDG counterscr -16%.
For Cc1cccc(OCCCN)c1 the results were AID inhibitor -5% and UDG counterscr -1%.
Screening COc1ccc(-c2c(NC(=O)CC(C)C)oc3c(C)cccc3c2=O)cc1 returned AID inhibitor 3% and UDG counterscr -4%.
For C/C(=N\NC(N)=O)C1=CC(C)(C)CCC1 the results were AID inhibitor 10% and UDG counterscr 3%.
Cc1ccc(S(=O)(=O)N2CCc3cc(C(=O)NCCc4ccccc4)ccc32)cc1 was read as AID inhibitor inconclusive and UDG counterscr -5%.
Screening CC(C)OCCCNC(=O)CN1C(=O)c2ccccc2Sc2ncccc21 returned AID inhibitor 12% and UDG counterscr 1%.
`COc1cccc(NC(=O)CSC2=Nc3ccccc3C3=NC(CC(=O)NCc4ccccc4OC)C(=O)N23)c1` (configuration not stated) gave AID inhibitor inconclusive and UDG counterscr 0%.
O=C(CC1CCN(C(=O)c2ccc3nc(-c4ccccc4)oc3c2)CC1)NCCN1CCCCC1 was read as AID inhibitor 2% and UDG counterscr 1%.
Cc1cccc[n+]1CCCCCCCCCC[n+]1ccccc1C was read as AID inhibitor 2% and UDG counterscr 4%.
For Nc1cc(Cl)ccc1OCC1CCCO1 (configuration not stated) the results were AID inhibitor 2% and UDG counterscr -4%.
For Cc1nnc(NC(=O)CSc2nccn2Cc2ccc(Cl)cc2)s1 the results were AID inhibitor -2% and UDG counterscr -3%.
Screening O=C(/C=C/c1cccc2ccccc12)NC1CCCCC1 returned AID inhibitor -6% and UDG counterscr -16%.
`CCc1ccccc1N(C)C(=O)c1cc2c(s1)-c1c(C)cccc1OC2` gave AID inhibitor -25% and UDG counterscr -5%.
`COCCCNC(=O)c1cc2c(=O)oc3ccc(C)cc3c2s1` gave AID inhibitor -6% and UDG counterscr -12%.
For COC(=O)[C@@H](C)NC(=O)NCCCCCO the results were AID inhibitor 2% and UDG counterscr 4%.
Cc1cn2c(=O)cc(COC(=O)c3ccc(NC(=O)C(C)Oc4ccccc4)cc3)nc2s1 (configuration not stated) was read as AID inhibitor 7% and UDG counterscr 9%.
CC(C)Cc1ccc(C(=O)c2cccs2)cc1 was read as AID inhibitor -12% and UDG counterscr -1%.
`Cc1ccn2c(Nc3ccc4c(c3)OCO4)c(-c3ccc(Cl)cc3)nc2c1` gave AID inhibitor -35% and UDG counterscr -13%.
CS(=O)(=O)Cc1cccc(C(=O)NC(Cc2ccccc2)c2ccccc2)c1 (configuration not stated) was read as AID inhibitor -9% and UDG counterscr -2%.
For COc1cc2c(=O)n(Cc3ccccc3Cl)c(=O)n(CC(=O)Nc3ccccc3)c2cc1OC the results were AID inhibitor 0% and UDG counterscr -3%.
`Cc1cccc(C(N)=O)n1` gave AID inhibitor -2% and UDG counterscr -3%.
CCc1nn(CC(=O)Nc2ccc(C)cc2C)c(=O)c2cc3sccc3n12 was read as AID inhibitor -5% and UDG counterscr 22%.
CCc1nn2c(=O)cc(COC(=O)c3cccc(NC(=O)c4cccs4)c3)nc2s1 was read as AID inhibitor 3% and UDG counterscr -2%.
For CC1CCCCN1C(=O)Cn1c(=O)n(-c2ccc(Cl)cc2)c(=O)c2c3c(sc21)CCC3 (configuration not stated) the results were AID inhibitor 3% and UDG counterscr -12%.
For Cc1ccc(Nc2cccc3ccccc23)cc1 the results were AID inhibitor -6% and UDG counterscr -3%.
`COc1ccc(-c2cccc(NS(=O)(=O)c3ccc(NC(C)=O)cc3)c2)nn1` gave AID inhibitor 12% and UDG counterscr 5%.
Screening NC(N)=N/N=C/c1ccc(-c2ccccc2)cc1 returned AID inhibitor -11% and UDG counterscr -3%.
Screening CC(=O)Nc1ccc(NC(=O)c2cn(Cc3ccccc3)nc2-c2ccc(Cl)cc2)cc1 returned AID inhibitor 1% and UDG counterscr -3%.
For O=C(Nc1nc(-c2ccncc2)cs1)c1ccc(S(=O)(=O)N2CCCCC2)cc1 the results were AID inhibitor 27% and UDG counterscr -6%.
`COc1ccc(Cl)cc1S(=O)(=O)N1CCN(Cc2cccc(F)c2)CC1` gave AID inhibitor -28% and UDG counterscr -11%.
Screening COc1ccc(OCCCn2c(C)nc3cc(C)c(C)cc32)cc1 returned AID inhibitor inconclusive and UDG counterscr -9%.
For Cc1cccc(NC(=O)C(C)Sc2ccccc2C(=O)NCC(=O)C(C)(C)C)c1 (configuration not stated) the results were AID inhibitor -3% and UDG counterscr -3%.
`COc1ccc(CCNC(=O)c2ccc3c(Cl)c4c(nc3c2)CCCC4)cc1OC` gave AID inhibitor -3% and UDG counterscr 6%.
Screening CCOc1ccc2c(c1)O/C(=C\c1ccc(OS(C)(=O)=O)c(OC)c1)C2=O returned AID inhibitor 5% and UDG counterscr 1%.
For CCn1c(C(=O)Nc2cc(Cl)ccc2C)cc2sc(Cl)cc21 the results were AID inhibitor -10% and UDG counterscr -5%.
CC[N+](CC)(CC#Cc1ccccc1)CC(=O)OC was read as AID inhibitor -4% and UDG counterscr -8%.

A run of entries from the list above:
Screening COc1ccc(OCCCn2c(C)nc3cc(C)c(C)cc32)cc1 returned AID inhibitor inconclusive and UDG counterscr -9%.
For Cc1cccc(NC(=O)C(C)Sc2ccccc2C(=O)NCC(=O)C(C)(C)C)c1 (configuration not stated) the results were AID inhibitor -3% and UDG counterscr -3%.
`COc1ccc(CCNC(=O)c2ccc3c(Cl)c4c(nc3c2)CCCC4)cc1OC` gave AID inhibitor -3% and UDG counterscr 6%.
Screening CCOc1ccc2c(c1)O/C(=C\c1ccc(OS(C)(=O)=O)c(OC)c1)C2=O returned AID inhibitor 5% and UDG counterscr 1%.
For CCn1c(C(=O)Nc2cc(Cl)ccc2C)cc2sc(Cl)cc21 the results were AID inhibitor -10% and UDG counterscr -5%.
CC[N+](CC)(CC#Cc1ccccc1)CC(=O)OC was read as AID inhibitor -4% and UDG counterscr -8%.

(list continues)
For COc1ccc(-c2coc3cc(OCC(=O)NCc4cccc(Cl)c4)ccc3c2=O)cc1 the results were AID inhibitor -9% and UDG counterscr 0%.
Screening Cc1nc(C)c(CC(=O)Nc2nnc(C)s2)c(=O)[nH]1 returned AID inhibitor -7% and UDG counterscr -7%.
Screening c1cc(CNCCCn2ccnc2)ccn1 returned AID inhibitor -1% and UDG counterscr 7%.
COc1cccc(CNC(=O)c2nn(C)c3c2CS(=O)(=O)c2ccccc2-3)c1 was read as AID inhibitor inconclusive and UDG counterscr -5%.
For CNC(NC(=O)c1ccc(C)cc1)C(Cl)(Cl)Cl (configuration not stated) the results were AID inhibitor 0% and UDG counterscr -2%.
Screening Cc1ccc(-c2nc3cc(Cl)ccc3o2)cc1NC(=O)c1ccc([N+](=O)[O-])o1 returned AID inhibitor -6% and UDG counterscr -7%.
Screening CCOC(=O)N1CCN(C(=O)c2cc(-c3cccs3)nc3ccccc23)CC1 returned AID inhibitor -5% and UDG counterscr 6%.
For Cn1c(SCC(=O)N2CCc3ccccc32)nnc1-c1cccc(F)c1 the results were AID inhibitor -1% and UDG counterscr 0%.
For COCCn1c(C)cc(O)c(C(c2ccccc2)N2CCCCC2)c1=O (configuration not stated) the results were AID inhibitor 23% and UDG counterscr 1%.
CCC(C)NC(=O)C1CCC(CNS(=O)(=O)c2ccc(Cl)cc2)CC1 (configuration not stated) was read as AID inhibitor -1% and UDG counterscr 5%.
COC(=O)C1=C(C)NC(=O)C1(NC(=O)c1ccc(F)cc1)C(F)(F)F (configuration not stated) was read as AID inhibitor -1% and UDG counterscr 6%.
For CCc1cc(C(c2ccc3c(c2)OCO3)N2CCN(C)CC2)c(NC(=O)c2ccco2)s1 (configuration not stated) the results were AID inhibitor -26% and UDG counterscr -18%.
Screening COc1ccccc1NC(=O)C1=C(C)Nc2nc(-c3ccco3)nn2C1c1cccc(C)c1 (configuration not stated) returned AID inhibitor 12% and UDG counterscr 10%.
Screening CCN(CC)CCOC(=O)c1ccc(NC(=O)CCn2c(=O)oc3ccccc32)cc1 returned AID inhibitor 3% and UDG counterscr -7%.
`Cc1cnc2c(S(=O)(=O)NCCCN3CCCC3)cccc2c1` gave AID inhibitor -7% and UDG counterscr -3%.
`Cc1ccc(C(=O)CC(Nc2ccc(Cl)cc2)c2ccccc2)cc1` (configuration not stated) gave AID inhibitor -19% and UDG counterscr -10%.
`O=C(CCN1CCC(c2ccccc2)C1)c1cccc2ccccc12` (configuration not stated) gave AID inhibitor -9% and UDG counterscr 2%.
CCN(CC)CCNC(=O)C(=O)NCC(c1cccnc1)N1CCN(c2ccccc2)CC1 (configuration not stated) was read as AID inhibitor 12% and UDG counterscr -2%.
For COc1cc(NC(=O)c2ccc(C(=O)Nc3cc(OC)c(Cl)cc3OC)cc2)c(OC)cc1Cl the results were AID inhibitor 12% and UDG counterscr 13%.
`COc1cc(/C=N/O)ccc1OCc1ccc(NC(C)=O)cc1` gave AID inhibitor -5% and UDG counterscr -4%.
`COc1ccc(Nc2nc(-c3ccccc3O)nc3ccccc23)c(OC)c1` gave AID inhibitor 1% and UDG counterscr -8%.
`Oc1c(C(c2cccc(Br)c2)N2CCCC2)sc2nc(-c3ccco3)nn12` (configuration not stated) gave AID inhibitor 18% and UDG counterscr -5%[57.5 µM].
Screening Cc1ccc(-n2ncc(C(=O)Nc3ccc4c(c3)OCCO4)c2C2CCN(C(=O)OC(C)(C)C)CC2)cc1C returned AID inhibitor inconclusive and UDG counterscr 31%[activator].
`CCN1CCN(C(=O)c2ccc3c(c2)N(Cc2cccc(Cl)c2)C(=O)c2ccccc2S3=O)CC1` (configuration not stated) gave AID inhibitor 1% and UDG counterscr 1%[57.5 µM].
`NC(C(=O)O)c1cccnc1` (configuration not stated) gave AID inhibitor 17% and UDG counterscr 0%.
Screening CCc1cc(=O)oc2cc(OC(C)C(=O)NCCCn3ccnc3)ccc12 (configuration not stated) returned AID inhibitor 2% and UDG counterscr 8%.
`Cc1cccc(-c2nc3c(cnn3-c3ccccc3)c(=O)n2-c2cccc(Cl)c2)c1` gave AID inhibitor inconclusive and UDG counterscr -22%[57.5 µM].
For Cc1cccc(C)c1OCC(=O)Nc1nc(-c2ccc(Br)cc2)ns1 the results were AID inhibitor -1% and UDG counterscr 1%[57.5 µM].
For COc1ccc(-c2ccc3c(N)c(C(=O)NCc4ccc(C)cc4)sc3n2)cc1 the results were AID inhibitor -14% and UDG counterscr -15%.
For CCN(CC)c1ccc(NS(=O)(=O)c2cc(-c3onc(C)c3C)ccc2OC)c(C)c1 the results were AID inhibitor 14% and UDG counterscr 2%.
COCCOc1cc(NC(=O)c2n[nH]c(=O)c3ccccc23)ccc1OC was read as AID inhibitor -3% and UDG counterscr 1%.
CCc1ccc(NC(=O)c2ccc(CN3C(=O)C(C)=C(c4ccc(C)cc4)S3(=O)=O)cc2)cc1 was read as AID inhibitor 2% and UDG counterscr 6%.
Cc1ccc(NC(=O)CC2Sc3ccccc3NC2=O)c(Br)c1 (configuration not stated) was read as AID inhibitor 7% and UDG counterscr -3%.
For CCC(=O)OCc1cnc(C)c2oc(=O)c(C(=O)Nc3ccccc3C(F)(F)F)cc12 the results were AID inhibitor 162% and UDG counterscr 0%.
For CC(C)c1ccccc1NC(=O)COc1ncnc2ccc(Br)cc12 the results were AID inhibitor -3% and UDG counterscr 4%.
CCCNC(=O)CSc1nc2nc(C)c(Cc3ccccc3Cl)c(C)n2n1 was read as AID inhibitor -14% and UDG counterscr -4%.

The final 2 compounds of the part before are carried over, then new ones follow.
For CC(C)c1ccccc1NC(=O)COc1ncnc2ccc(Br)cc12 the results were AID inhibitor -3% and UDG counterscr 4%.
CCCNC(=O)CSc1nc2nc(C)c(Cc3ccccc3Cl)c(C)n2n1 was read as AID inhibitor -14% and UDG counterscr -4%.
For N#C/C(=C/c1ccccc1OCc1ccccc1Cl)c1nc2ccccc2s1 the results were AID inhibitor -1% and UDG counterscr -2%.
Cc1cccc(N2CCN(C(=O)Nc3cn(CC(C)C)c(=O)c4ccccc34)CC2)c1C was read as AID inhibitor inconclusive and UDG counterscr -27%.
For O=C(/C=C/Nc1cccc2ccccc12)C(F)(F)F the results were AID inhibitor -27% and UDG counterscr -21%.
For Cc1ccc(C)n1-c1nnc(N2CCCC(C(=O)Nc3ccc(C(C)C)cc3)C2)s1 (configuration not stated) the results were AID inhibitor -13% and UDG counterscr inconclusive.
CNS(=O)(=O)c1cc(-c2nn3c(C)nnc3c3ccccc23)ccc1C was read as AID inhibitor -6% and UDG counterscr 12%.
Cc1ccc2c(C=O)c[nH]c2c1 was read as AID inhibitor 8% and UDG counterscr 8%.
Screening COc1ccccc1NC(=O)CN(Cc1ccco1)C(=O)c1cc(=O)c2ccccc2o1 returned AID inhibitor -9% and UDG counterscr 0%.
For CCOC(=O)c1sc2cccc(F)c2c1S(=O)(=O)NCc1ccccc1Cl the results were AID inhibitor 10% and UDG counterscr 22%.
Screening COC(=O)Cn1c(=O)c2c3c(sc2n(Cc2ccccc2)c1=O)CCC3 returned AID inhibitor -14% and UDG counterscr 1%.
